# Shn3 3UTR inh: inhibitors of Schnurri-3 3'UTR reporter in osteoblasts; Clone20 osteoblast Shn3 3'UTR firefly luciferase, 24 h; inhibition, % at 12.5 µM; hit rate 0.52% among 360,000; AID 588674;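 active = mean inhibition of at least 75% with every replicate also reaching 75%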;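 also: 0% = median of neutral control wells and 100% = pilot-screen positive control compound; some compounds past the cut are filed as inactive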
# NR2E3 ag-1: agonists of human nuclear receptor NR2E3; GST-NR2E3/biotin-RetCOR TR-FRET, 1536-well; hit rate 0.12% among 320,000; Q9Y5X4; inhibition of corepressor binding, % at 4.78 µM; AID 2300;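 active = percent inhibition above the cutoff of mean plus 3 SD of all tested compounds, set per screening campaign, cut at about 20% in these data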;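 also: 0% = DMSO wells and 100% = biotin wells as full block of FRET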
# Target sequence (Q9Y5X4 whole entry, looked up): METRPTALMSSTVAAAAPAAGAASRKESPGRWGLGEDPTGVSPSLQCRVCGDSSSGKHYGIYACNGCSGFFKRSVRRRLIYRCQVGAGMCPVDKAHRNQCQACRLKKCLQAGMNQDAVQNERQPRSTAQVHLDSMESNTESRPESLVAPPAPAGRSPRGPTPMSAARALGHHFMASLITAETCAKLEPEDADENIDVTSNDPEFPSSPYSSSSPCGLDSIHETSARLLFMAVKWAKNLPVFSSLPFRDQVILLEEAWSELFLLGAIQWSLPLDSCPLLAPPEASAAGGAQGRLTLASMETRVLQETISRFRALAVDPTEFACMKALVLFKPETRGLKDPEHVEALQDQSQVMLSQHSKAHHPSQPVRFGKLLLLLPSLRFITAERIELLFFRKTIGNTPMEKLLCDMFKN
#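 Test system – NR2E3–RetCOR corepressor complex · Quantity – NR2E3 fusion 1.35 nM · Buffer or medium – Tris pH 7.5 · Incubation – Compound–protein incubation for 5 h at 4 °C · Technique – TR-FRET, Eu(K)-anti-GST donor, streptavidin-D2 acceptor, ex 340, em 617/671 nm · Evaluation – percent inhibition of 671/617 nm emission ratio versus biotin and DMSO controls · Plate – 1536-well format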
# NR2E3 ag-2: activates human NR2E3 receptor; hit rate 0.35% among 360,000; CHO-S Gal4-NCOR/VP16-NR2E3 two-hybrid, luciferase; Q9Y5X4; AID 602229; inhibition of corepressor binding, % at 3.98 µM;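 active = inhibition above the mean of all tested compounds plus 3 SD, cut at about 70% in these data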;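 also: 0% = DMSO with NR2E3 transfected cells and 100% = cells lacking NR2E3 construct; higher means lower luciferase signal from less NR2E3 corepressor binding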
# Peg3 prom inh: inhibitors of Peg3 promoter. AID 588405. hit rate 1.7% among 360,000. inhibition, % at 20 µM. HeLa PEG-Prom luciferase reporter, luminescence, overnight;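 active = inhibition of at least 50% at 20 µM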
# CF NFkB inh: inhibitors of cystic fibrosis induced NF-kB; KKLEB NF-kB-GFP reporter, PAF-induced, GFP fluorescence overnight; inhibition, % at 5 µM; hit rate 0.86% among 360,000; AID 588850;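 active = at least 50% inhibition at 5 µM, scaled per plate between neutral and stimulator controls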;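 also: PAF is a Pseudomonas aeruginosa culture filtrate used as stimulus; plate controls were PAF-stimulated DMSO wells for no effect and unstimulated DMSO wells for full effect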
# KKLEB tox: CF airway cell cytotoxicity counter-screen; KKLEB CF airway cells viability, ATPlite luminescence, overnight; stronger effect = lower value; cells stimulated with P. aeruginosa culture filtrate; activity change (cytotoxicity), % at 5 µM; hit rate 0.36% among 360,000; AID 602141;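 active = corrected activity change at or below -50% at 5 µM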
# iPSC survival up: hiPSC single-cell survival enhancement | ATPlite luminescence; 100% = ROCK inhibitor wells, 0% = DMSO | hit rate 0.044% among 360,000 | AID 602274 | survival enhancement, % at 20 µM; in the data active = survival enhancement above about 18%;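 also: cells exposed to compounds for 16 hours before the ATP read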
# HIF-2a block: inhibitors of HIF-2a | 786-0 RCC cells HIF-2a reporter, luciferase luminescence, overnight | inhibition, % at 18.8 µM | hit rate 0.72% among 360,000;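 active = inhibition of the luminescence signal of 40% or more relative to plate controls, in a single-dose primary screen at 18.75 µM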
# aDG glyco act: increases alpha dystroglycan glycosylation; Pro5-aDG cells, alpha-DG glycosylation AlphaScreen (IIH6); 0% Pro5, 100% B10-LARGE cell signal; activation, % at 10 µM; hit rate 0.22% among 360,000; AID 624168;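 active = activation of at least 8% versus controls, or a plate z-score of at least 8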;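 also: Pro5 are CHO cells carrying HIG-tagged alpha-DG that lacks glycosylation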
# TRPM1 prom inh: inhibitors of MITF-driven TRPM1 promoter in melanoma cells | SK-MEL-5 TRPM1 promoter luciferase, 24 h | inhibition, % at 12.5 µM | hit rate 0.83% among 330,000 | AID 488899;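 active = mean inhibition across replicates of 60% or more, whatever share of single replicates reaches that level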; also: values of inactives mirror those of a sister screen read the other way
# TWEAK-Fn14 inh: blocks TWEAK-Fn14 interaction in a reporter cell assay; AID 1159606; inhibition, % at 10 µM; TWEAK-stimulated Fn14 reporter cells, luciferase luminescence, 8 h; hit rate 2% among 360,000; in the data active = inhibition above about 50%
# Numbers without * were called inactive; / = not tested or not shown. Rows were taken by chance; 4.4% or so of the library scored in one or more.
# Screens in order: Shn3 3UTR inh	NR2E3 ag-1	NR2E3 ag-2	Peg3 prom inh	CF NFkB inh	KKLEB tox	iPSC survival up	HIF-2a block	aDG glyco act	TRPM1 prom inh	TWEAK-Fn14 inh
Cc1ccc(C2CC(c3cccs3)=NN2C(=O)CSC2=NCCS2)cc1 (stereo not given)
 : 1	2	-15	16	13	7	0.1	23	0.1	11	24
COc1ccc(CC(=O)Nc2nn(C)c3nc4c(C)cccc4cc23)cc1
 : /	-2	13	26	9	-11	-0.7	10	0.2	/	-3
COC(=O)C1OC2(OC1C(=O)OC)c1ccccc1-c1ccccc12 (stereo not given)
 : -6	-1	14	11	-12	11	0.4	12	-0.3	1	0
Cc1cc(=O)n(CCO)c(O)c1C#N
 : -16	1	-12	4	2	-7	-1.2	6	0.0	10	5
COc1cc2cc(CN(CCO)C(=O)c3cccs3)c(=O)[nH]c2cc1OC
 : -11	-5	20	32	14	4	-0.3	17	-0.1	11	18
CC(=O)c1ccc(N2CCN(C(=O)C3CCN(S(=O)(=O)c4ccc5c(c4)CC(C)N5C(=O)C4CC4)CC3)CC2)cc1 (stereo not given)
 : 45	0	23	10	-37	-1	-0.1	18	0.5	17	23
Cc1c(C(=O)Nc2ccc3c4c(cccc24)CC3)cccc1[N+](=O)[O-]
 : 15	0	-5	20	-8	-6	1.5	-19	0.4	8	15
O=C(O)CCNS(=O)(=O)c1ccc(Oc2ccccc2Cl)cc1
 : -18	-4	-12	-2	-4	4	-0.2	21	0.4	-10	-4
Cc1nc(SC(C)C(=O)c2c(N)n(C)c(=O)n(C)c2=O)c2c(C)c(C)sc2n1 (stereo not given)
 : 26	0	-44	-2	-3	0	-0.4	9	0.1	-2	-24
CCC(OC(=O)c1nsc(Cl)c1Cl)C(=O)NCc1cccs1 (stereo not given)
 : -12	1	-6	14	6	-14	0.2	4	0.1	0	-9
Cc1ccccc1NC(=O)CN1C(=O)NC2(CCc3ccccc32)C1=O (stereo not given)
 : -9	1	1	3	20	-6	2.0	4	-0.1	-10	3
O=C(c1ccc(Cl)cc1)N1CCC(O)(CSc2ccc(Cl)cc2)CC1
 : -1	-6	18	15	-6	5	7.7	16	0.1	2	8
Cc1ccc(NC(=O)CCSc2nnnn2-c2ccc3c(c2)OCO3)cc1C
 : 15	2	-1	23	16	-25	-1.5	-7	-0.1	-10	2
CCOC(=O)c1ccccc1N=Cc1c(O)c2ccccc2oc1=O
 : 19	1	-7	12	28	4	0.7	7	-0.1	33	-3
CC(C)(C)NC(=S)NNC(=O)c1ccncc1
 : -25	1	4	-13	-1	1	0.8	7	0.1	10	-1
O=C(NCC(=O)N1CCN(c2ccccc2O)CC1)c1ccccc1
 : -3	0	-39	-66	-15	5	2.7	-80	0.0	-15	-7
CCOc1ccc(NS(=O)(=O)c2ccc(C(=O)NCc3ccncc3)cc2)cc1
 : 27	-1	5	12	6	-11	-0.4	7	0.1	1	1
O=C(OCC(=O)N1CCc2ccccc2C1)c1ccc(OC(F)F)cc1
 : -8	3	-11	14	-6	28	0.1	3	-0.1	-17	-12
COc1cc(NC(=O)C2CCCCC2)c(OC)cc1NC(=O)CCC(=O)NCc1ccco1
 : 0	-1	0	18	7	3	-1.1	21	-0.2	7	-13
COc1ccc(NC(=O)c2nc(S(=O)(=O)Cc3cccc(C)c3)ncc2Cl)c(OC)c1
 : 97*	-3	23	108*	93*	-38	6.6	-1	-0.3	43	44
COc1ccc(CNC(=S)Nc2ccc3nc(N4CCOCC4)cc(C)c3c2)cc1
 : -26	2	-18	-61	-19	-6	-0.5	-89	0.3	-2	-23
CCOC(=O)N1CCN(C(=O)CSCc2ccc(Cl)cc2)CC1
 : -5	2	-29	-35	8	0	0.3	-60	-0.1	-19	-8
CC(C)OC(=O)CN1CCN(c2ccc(Cl)cc2)CC1
 : -4	7	13	-1	0	-4	0.7	8	-0.1	-22	7
Cc1ccc(OCC(=O)OCC(=O)N2c3ccccc3CC2C)cc1C (stereo not given)
 : 9	-2	9	10	34	-7	0.4	7	-0.3	-4	6
c1ccc(-c2cc(-c3ccccc3)n3ncnc3n2)cc1
 : -1	4	-18	9	-27	5	2.4	1	0.6	6	-25
CC(C)=Cc1c(O)nc2ccccn2c1=O
 : 10	-2	-15	8	-11	5	-1.3	19	-0.1	9	-5
OCCCCNCc1ccc(OCc2ccccc2)cc1
 : -5	-2	3	-53	9	5	-1.4	-64	0.7	-19	-5
O=C(O)c1csc(-c2ccc(Cl)cc2)n1
 : 11	-1	-20	-2	8	-5	-0.1	7	-0.5	-8	26
CC(Oc1ccc(Cl)cc1Cl)C(=O)NNC(=O)C(=O)N1CCCC1 (stereo not given)
 : -5	2	-24	16	5	8	0.0	14	0.1	-1	19
S=C(Nc1ccccc1Cl)NC1CC2CCCC(C1)N2C1CC1 (stereo not given)
 : -10	3	-15	8	-13	0	-1.9	19	0.5	6	-21
COc1cc(Br)ccc1C1CC(=O)C(C)C(c2ccc(Br)cc2OC)N1 (stereo not given)
 : 21	0	-7	19	8	-6	-0.2	15	1.2	2	15
COC(=O)CSc1cc([N+](=O)[O-])ccc1NC(=O)OC
 : 6	1	-9	1	-13	5	0.2	9	0.8	16	13
CN(C)c1nc(-c2ccccn2)nnc1-c1ccccc1
 : 93*	2	10	53*	19	-15	-1.4	8	1.2	78*	-27
O=c1c2ccc([N+](=O)[O-])cc2ncn1CCOc1cccc(Br)c1
 : 23	3	-6	34	-20	4	0.4	12	0.1	12	13
CC(C)(C)c1cc(C(=O)NNC(=O)Nc2cccc(Cl)c2)n(Cc2ccccc2)n1
 : 24	5	4	20	12	-8	2.6	12	0.1	9	23
CSc1ccccc1OC1CCN(Cc2ccccc2)CC1
 : -4	3	-18	-3	-16	3	-1.1	11	1.1	-3	2
O=c1c2ccccc2nc(SCc2ccc(F)cc2Cl)n1CCCN1CCOCC1
 : 2	-3	14	12	14	-12	-0.6	-14	0.1	-7	-1
COc1ccc(C(=O)NCC(c2cccs2)N2CCOCC2)cc1OC (stereo not given)
 : -15	2	-15	10	16	11	-0.6	1	0.0	-9	-1
COCCn1c(SCC(=O)Nc2ccc3c(c2)CCC3)nc2ccccc2c1=O
 : 1	2	-1	-2	9	-6	-1.5	4	0.4	-30	19
COc1cc(C2(O)CCCCC2C)cc(OC)c1OC (stereo not given)
 : -26	1	-2	5	1	2	-0.8	14	0.1	1	14
O=C(COC(=O)c1cc(Cl)ccc1Cl)Nc1ccc2[nH]c(=O)[nH]c2c1
 : 7	-2	16	10	18	4	-0.4	9	0.0	9	6
Nn1cnc2c(ncn2C2OC(CO)C(O)C2O)c1=O (stereo not given)
 : -25	/	7	12	-1	-12	-2.1	-2	0.2	/	18
Cc1cccc(C(=O)OCC(=O)NC(C)CCc2ccccc2)c1 (stereo not given)
 : -8	-1	-19	5	-5	3	-0.4	10	-0.1	-8	-8
COc1ccc(CN2CCNC(=O)C2CC(=O)N(C)CCC2CCOCC2)cc1OC (stereo not given)
 : -21	1	-33	-1	4	0	-0.1	-12	0.2	-5	-4
COc1ccccc1C1=NOC(Cn2c(NCC3CCCO3)nc3c2c(=O)n(C)c(=O)n3C)C1 (stereo not given)
 : -4	5	-38	17	-3	-18	0.3	22	-0.2	10	-25
Cc1cc(NC(=O)CCC(=O)N(C2CC2)C(C(=O)NC(C)(C)C)c2ccccc2Cl)no1 (stereo not given)
 : 5	4	3	17	0	-8	1.2	10	0.0	1	5
O=[N+]([O-])c1ccc(Oc2cccc3cccnc23)c(Cl)c1
 : 9	-1	12	7	-24	-2	-0.3	-7	-0.1	4	-15
CCOC(=O)/C(C#N)=C/Nc1cc(C(C)(C)C)sc1C(C)=O
 : 17	3	-5	16	-4	3	-0.5	7	-0.1	-21	-10
C=CCc1cc(C)ccc1OCCOCCC(C(=O)OCC)C(=O)OCC
 : -9	-1	-1	4	-3	-5	-2.0	8	-0.1	-5	-2
O=C(N/N=C/c1ccncc1)c1cc(-c2ccc(Br)s2)[nH]n1
 : 3	-1	-31	-7	5	-17	-0.2	-14	0.0	-8	14
CCNC(=O)CSc1ncnc2sccc12
 : -12	-5	-12	6	2	6	-1.3	2	0.0	2	-7
COC(=O)c1c(C)oc2ccc(N(C(=O)c3ccncc3)S(=O)(=O)c3ccc(C)cc3C)cc12
 : 75	-2	91*	41	46	-30	-1.3	28	4.7	21	80*
Cc1noc(C)c1CN1C(=O)c2ccccc2C1=O
 : 5	2	-15	7	-25	8	0.1	14	-0.1	6	14
CCC(O)C1CCN(C(=O)c2cc(COc3ccc4ncccc4c3)on2)CC1 (stereo not given)
 : 88*	3	78*	5	2	7	0.3	6	6.9	10	42
C=CCn1c(COc2ccc(F)cc2)nnc1SCC(=O)N1CC(=O)Nc2ccccc21
 : 1	0	-25	11	9	0	-1.3	9	0.2	10	9
COC(=O)[C@H](Cc1ccccc1)NC(=O)N1CCC(C)CC1
 : -3	1	15	-74	5	10	-0.9	-7	-0.4	-20	-10
CCCCn1c(N)c(N(CCOC)C(=O)c2ccc(N(C)S(=O)(=O)c3ccc(C)cc3)cc2)c(=O)[nH]c1=O
 : -9	0	-9	7	-15	11	-0.6	10	-0.1	-2	-9
COCC(=O)NC1CC2CCC(C1)N2C(=S)Nc1ccccc1C(=O)OC (stereo not given)
 : 6	4	-29	11	-5	-2	0.7	17	0.0	1	12
O=c1[nH]c2ccc(NS(=O)(=O)c3ccc4ccccc4c3)cc2[nH]1
 : /	0	-38	-8	-4	-5	-0.6	4	-0.1	14	16
Cc1c(Cl)sn(-c2ccc(Cl)cc2)c1=O
 : 91*	/	25	108*	79*	-90*	-3.5	48*	-0.6	97*	-8
O=C1COc2ccc(C(=O)NCc3ccco3)cc2N1
 : 6	-2	-17	20	-4	7	2.3	2	0.1	-8	28
N=c1sccn1CC(=O)Nc1ccc(S(N)(=O)=O)cc1
 : -2	6	8	21	-4	7	0.5	5	0.0	4	7
O=C(CCN1C(=O)C2C3C=CC(C3)C2C1=O)NCc1cccnc1 (stereo not given)
 : 5	0	-10	7	-4	-1	-1.1	2	-0.1	4	-9

# Reprinted from the results shown for reference:
# Screens in order: Shn3 3UTR inh	NR2E3 ag-1	NR2E3 ag-2	Peg3 prom inh	CF NFkB inh	KKLEB tox	iPSC survival up	HIF-2a block	aDG glyco act	TRPM1 prom inh	TWEAK-Fn14 inh
COc1cc(Br)ccc1C1CC(=O)C(C)C(c2ccc(Br)cc2OC)N1 (stereo not given)
 : 21	0	-7	19	8	-6	-0.2	15	1.2	2	15
COC(=O)CSc1cc([N+](=O)[O-])ccc1NC(=O)OC
 : 6	1	-9	1	-13	5	0.2	9	0.8	16	13

# Screening data from PubChem.
